# HCV inhibitor – HCV inhibition; Potency, µM (highest dose often 41.8 µM), for inactives: top-dose activity change, negative = inhibition, actives largely listed as inhibitors; 3.4% of 340,000 active; AID 651820; Huh7.5.1 HCVcc-Cre infection, luciferase reporter, 44 h; further: potency means the concentration at half of the fitted maximal effect
#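 Seed cells (1,000/well) for 4 h; treat with compound and infect with HCVcc-Cre, moi about 0.5. Incubate 44 h, then detect luciferase activity.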
# AmpC no deterg – blocks E. coli AmpC beta-lactamase in detergent-free assay | 0.52% of 330,000 active | P00811 | AID 485341 | Potency, µM (highest dose often 57.1 µM), for inactives: at the highest dose activity change, negative = inhibition, most hits filed as inhibitors | AmpC nitrocefin hydrolysis, absorbance 480 nm, 0.0001% Triton;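 further: potency means the concentration at half of the fitted maximal effect; plate controls were no compound for no effect and no enzyme for full effect; nearly all actives have a fitted effect of over 20% in size; some results filed as inactive show a strong effect at the top dose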
# Target sequence (P00811 whole entry, looked up): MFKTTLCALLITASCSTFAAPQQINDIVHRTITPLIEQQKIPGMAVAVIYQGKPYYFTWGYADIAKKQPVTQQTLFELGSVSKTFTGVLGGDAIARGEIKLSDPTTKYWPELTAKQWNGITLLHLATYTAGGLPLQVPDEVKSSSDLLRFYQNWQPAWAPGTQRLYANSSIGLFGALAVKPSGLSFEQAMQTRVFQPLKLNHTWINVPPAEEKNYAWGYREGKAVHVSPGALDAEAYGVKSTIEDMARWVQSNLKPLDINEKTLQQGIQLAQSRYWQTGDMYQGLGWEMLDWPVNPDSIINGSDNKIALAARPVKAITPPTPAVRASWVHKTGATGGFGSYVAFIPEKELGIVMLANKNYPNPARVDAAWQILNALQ
#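 20 mM phosphate pH 7.0 + 0.01% (detergent screen) or 0.0001% Triton X-100; 5.3 nM AmpC reagent; cpd preinc 15 min RT; nitrocefin (800 uM stock) to start; A480 q20 s × 4 min; Activity was normalised to no-enzyme and no-compound control wells.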
# TbPYK inhibitor – blocks Trypanosoma brucei pyruvate kinase. Q57TT1. 0.12% of 410,000 active. Potency, µM (top dose mostly 76.8 µM), for the others: at the top dose activity, negative = inhibition, hits mostly inhibitors. TbPYK enzyme, Kinase-Glo Plus ATP luminescence, 45 min. AID 624173; further: potency means the concentration at half of the fitted maximal effect; nearly all actives have a fitted effect of over 50% in size
#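 Luminescence from Kinase-Glo Plus, added after a 45-minute room-temperature reaction, served as the end-point read-out. The enzyme and substrate were preincubated with compound before ADP (130 uM final) initiated turnover. Concentration-effect curves came from normalized qHTS data.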
# AMA1 RON2 block – AMA1-RON2 (P. falciparum) interaction inhibition. AlphaScreen AMA1-biotinylated RON2 peptide binding. Potency, µM (highest dose often 58.2 µM), inactives show at the highest dose activity change, negative = inhibition, actives largely listed as inhibitors. 0.2% of 360,000 active. AID 720542;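 further: potency means the concentration at half of the fitted maximal effect; 0% = vehicle wells and -100% = peptide control; nearly all actives have a fitted effect of over 45% in size; some results filed as inactive show a strong effect at the top dose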
#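 AMA1 (3D7) with his tag at 25 nM final met compounds first, then biotinylated RON2 peptide at 25 nM; detection used donor plus acceptor beads, 10 µg/mL apiece, read by AlphaScreen after 30 min at room temperature.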
# LmPK inh – LmPK (Leishmania mexicana) enzyme inhibition | Q27686 | purified LmPK, Kinase-Glo ATP luminescence, 1 h | Potency, µM (top dose mostly 57.5 µM), without a hit: at the highest dose activity change, negative = inhibition, hits mostly inhibitors | 0.37% of 290,000 active | AID 1721; further: potency means the concentration at half of the fitted maximal effect
# Target sequence (Q27686 whole entry, looked up): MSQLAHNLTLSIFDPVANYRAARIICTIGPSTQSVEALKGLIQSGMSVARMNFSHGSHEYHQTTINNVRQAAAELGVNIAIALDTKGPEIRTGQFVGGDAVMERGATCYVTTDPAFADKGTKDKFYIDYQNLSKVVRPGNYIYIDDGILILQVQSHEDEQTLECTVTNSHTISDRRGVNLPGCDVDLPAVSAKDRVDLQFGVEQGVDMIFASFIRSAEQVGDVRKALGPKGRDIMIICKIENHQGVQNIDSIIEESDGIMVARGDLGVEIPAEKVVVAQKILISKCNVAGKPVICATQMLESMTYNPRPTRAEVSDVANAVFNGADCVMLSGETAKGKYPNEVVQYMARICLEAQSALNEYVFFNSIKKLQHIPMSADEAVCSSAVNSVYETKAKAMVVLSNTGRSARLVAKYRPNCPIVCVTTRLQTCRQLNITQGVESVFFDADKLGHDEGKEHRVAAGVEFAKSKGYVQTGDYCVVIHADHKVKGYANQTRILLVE
#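 ATP generated from ADP (0.1 mM) and PEP (0.5 mM) by 0.1 nM LmPK over 1 h at room temperature (pH 7.2 imidazole buffer) was detected by coupled luciferase luminescence. Values were normalized to uninhibited and no-enzyme wells.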
# HCMV inh – human cytomegalovirus inhibition; HFF cells, HCMV-luciferase reporter, 72 h; stronger effect = lower value; 4.5% of 410,000 active; activity change, negative = inhibition, % at 57.5 µM; AID 1259415; in the data active means activity change below about -60%; inconclusive means no clear call, values can overlap the other calls; inactive means above about -39%
#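 Inhibition of viral replication was scored as loss of reporter luminescence in HFFs infected with HCMV-luciferase (MOI 1 PFU/cell) for 72 h; compounds tested at 2 doses, normalized to buffer and Salinomycin controls.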
# AmpC inh detg – inhibitors of E. coli AmpC beta-lactamase with detergent; AmpC hydrolysis of nitrocefin, absorbance 480 nm, 0.01% Triton; Potency, µM (titrated, usually from 114 µM), for the others: at the highest dose activity change, negative = inhibition, actives largely listed as inhibitors; 0.041% of 370,000 active;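 further: potency means the concentration at half of the fitted maximal effect; 0% = no-compound wells and -100% = no-enzyme wells; nearly all actives have a fitted effect of over 25% in size; some results filed as inactive show a strong effect at the top dose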
#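 AmpC (5.3 nM in the dispensed reagent) in 20 mM phosphate pH 7.0 with 0.01% (detergent screen) or 0.0001% Triton X-100 was preincubated with compounds for 15 min at room temperature. Nitrocefin was then added from an 800 uM solution, and hydrolysis was followed at 480 nm.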
# * marks the source's active call; other numbers are inactive results; ? = inconclusive; nt = no result given; & = joins results of further samples; [ ] = another dose, or the depositor's remark. Unless noted, the call rests on the fitted dose curve; in most records, active means well fitted curve in the direction sought with a large enough effect; inconclusive means small, poorly fitted or top-dose-only effect, or another doubt; inactive means no such curve, though single readings can be large; an effect the other way counts as inactive or inconclusive. Unless noted, on the % scale 0 is the no-effect control and ±100 the full control effect.
SMILES,HCV inhibitor,AmpC no deterg,TbPYK inhibitor,AMA1 RON2 block,LmPK inh,HCMV inh,AmpC inh detg
N=C1c2ccccc2-c2ccccc21,9%,nt,17%,51%[activator],nt,-10,nt
O=[N+]([O-])c1ccccc1S(=O)(=O)N1CCc2ccccc2C1,1%,-9%,2%,-10%,-2%,38,-7%
CCOc1ccc(Br)cc1S(=O)(=O)NCC(c1ccc(OC)cc1)N1CCOCC1 (configuration not stated),18%,nt,2%,-10%,nt,26,nt
CCN(CC)CCCN(C(=O)c1ccc(OC)cc1)c1nc(-c2ccc(OC)cc2)cs1,?,179%[activator],-4%,-11%,-3%,-63*,-15%
O=C(c1ccc(F)cc1)C1CCN(CCn2c(=S)[nH]c3ccccc3c2=O)CC1,nt,-18%,-1%,nt,-10%,nt,-9%
Cc1ccc(OCC(=O)Nc2ccc(Cl)cc2)c(-n2nc3ccccc3n2)c1,-14%,-27%,-9%,-7%,1%,-17,?
CC(=O)C(=[N+]=[N-])C(=O)NCc1ccccc1,19%,-22%,1%,7%,-8%,9,-5%
COc1cc2c(cc1OC)C(C)N(S(=O)(=O)c1cccs1)CC2 (configuration not stated),5%,-5%,-10%,-7%,0%,13,-3%
CC1CCN(S(=O)(=O)c2cccc(C(=O)NC3CCS(=O)(=O)C3)c2)CC1 (configuration not stated),nt,nt,-6%&2%,-6%,nt,10&4,-6%
COc1ccccc1C1C(C(C)=O)=C(O)C(=O)N1CCc1ccccc1 (configuration not stated),14%,-9%,0%,35%[activator],-3%,5,?
OCCNc1ccc(Cl)cc1,3%,-15%,2%,-4%,-7%,-23,-16%
O=C(Cc1ccccc1Cl)Nc1cc(S(=O)(=O)N2CCOCC2)ccc1N1CCOCC1,1%,99%[activator],-2%,-7%[11.6 µM],nt,-16,-10%
Cc1ccc(S(=O)(=O)NCC(=O)N(CC2CCCO2)C(C(=O)NCC2CCCO2)C(C)C)cc1 (configuration not stated),-26%,17%,-4%,4%,1%,14,-5%
O=S(=O)(O)c1cnccc1Nc1cccc(C(F)(F)F)c1,8%,nt,0%,-8%,nt,23,nt
O=C(N/N=C/c1c[nH]c2ccccc12)c1cccs1,6%,-40%,5%,80%[activator],0%,84,-2%
COc1cc([N+](=O)[O-])ccc1NC(=O)Nc1nc2c(s1)CCCC2,-10%,-22%,-1%,2%,2%,-2,-13%
Cc1ccc(-n2nnc3c(=O)n(Cc4cccc(C)c4)cnc32)cc1,25%,-20%,4%,0%,0%,-17,?
CCN1CCN(c2nc(-c3cccnc3)nc3ccccc23)CC1,?,-13%,4%,-7%,-3%,-1,-9%
Cn1c(SCC(=O)NC(C)(C)C)nnc1-c1ccc(C(C)(C)C)cc1,?,18%,2%,-6%,-2%,-60*,-9%
CCc1nc2c(OCc3ccc(C(F)(F)F)cc3)cccn2c1N(C)C(=O)c1ccco1,nt,nt,0%,-9%,nt,-1,nt
COc1ccc2c(c1)CO[C@]21O[C@H](CCO)C[C@H](O)[C@H]1O,nt,nt,3%,17%,nt,4,nt
CC(=O)n1c2c(c3ccccc31)OC(N)=C(C#N)C2c1cccc(Cl)c1Cl (configuration not stated),12%,-11%,-6%,8%,2%,79,-8%
CCC(C)(C)NC(=O)C(c1cccn1C)N(Cc1ccccc1)C(=O)Cn1nnc2ccccc21 (configuration not stated),34%[activator],0%,2%,8%,6%,-6,?
O=S1(=O)N=C(SCCO)c2ccccc21,-3%,-16%,5%,-8%,-1%,-2,-13%
CCC(=O)N1CCCc2cc(S(=O)(=O)N3CCC(N4CCCCC4)CC3)ccc21,-17%,-34%,-6%,-4%,-9%,39,-10%
# The list continues.
SMILES,HCV inhibitor,AmpC no deterg,TbPYK inhibitor,AMA1 RON2 block,LmPK inh,HCMV inh,AmpC inh detg
O=C(c1cc(C2CC2)nn1-c1ccccc1)N1CCN(S(=O)(=O)c2cccc(F)c2)CC1,?,-8%,-1%,15%,nt,0,-2%
Brc1ccc(OCCCN2CCOCC2)cc1,2%,14%,-7%,-1%,-10%,19,3%
Cc1ccc(CCC(=O)Nc2ccc(C)c(C)c2)o1,-7%,-19%,-10%,-6%,0%,0,-4%
O=C(NCc1ccccc1OC(F)(F)F)C1CCC(=O)N(CCc2ccccn2)C1 (configuration not stated),-16%,nt,-2%,-2%,nt,-10,nt
CCOc1ccc(NC(=O)C(C)n2c(=O)cc(C)c3c(C)nn(-c4ccccc4)c32)cc1 (configuration not stated),nt,nt,-4%,nt,nt,2,-3%
CC(=O)Nc1nc2ccc(S(=O)(=O)N3CCCCC3)cc2s1,6%,-30%,3%,-9%,-1%,16,-8%
Cn1c(=O)oc2cc(S(=O)(=O)NC3CCCc4ccccc43)ccc21 (configuration not stated),3%,-1%,2%,-4%,9%,-3,?
CCOc1ccc(CCNS(=O)(=O)c2ccc(-c3ccc(=O)[nH]n3)o2)cc1OCC,0%,-21%,4%,-3%,-1%,9,?
COc1ccc(C(=O)NCCN2CCCC2)cc1,-3%,-15%,-1%,-3%,-6%,36,?
COc1ccccc1-c1cn[nH]c1-c1ccc(OCc2ccc([N+](=O)[O-])cc2)cc1O,18%,-20%,-1%,57%[activator],6%,0,?
CN(C)c1ccc(/C=N/NC(=O)CSc2ccccn2)cc1,13%,-14%,-3%,-13%,5%,45,-5%
CC(=O)C1=C(O)C(=O)N(Cc2cccnc2)C1c1ccc(C(C)C)cc1 (configuration not stated),12%,-25%,2%,-1%,3%,9,3%
Cn1c(=O)n(C)c2cc(N3CCCCC3)c(NC(=O)c3cccc(Cl)c3)cc21,?,-16%,-18%,22%,-1%,0,0%
Cc1cc(C)nc(SCc2nnc(SCC(=O)N3CCCc4ccccc43)o2)n1,?,55%,3%,-1%,2%,28,2%
O=C(CN(C(=O)Cn1nnc(-c2ccc(F)cc2)n1)c1ccc(F)c(Cl)c1)NCC1CCCO1 (configuration not stated),-11%,172%[activator],8%,5%,5%,-19,-3%
CCOc1ccc(-n2c(O)c(C=NCCN3CCNCC3)c(=O)[nH]c2=O)cc1,2%,-12%,0%,52%[activator],4%,nt,-13%
CCOC(=O)/C(C#N)=C/Nc1cc(OC)ccc1OC,?,-10%,-2%,11%,4%,9,0%
Fc1ccc2[nH]c3c(N4CCN(C5CCCCC5)CC4)ncnc3c2c1,nt,-28%,nt,nt,-5%,nt,-2%
COc1ccc(-c2nnc(-c3cccnc3)o2)cc1OC,11%,0%,-24%,28%,-8%,65,-13%
Cc1ccccc1-c1nc(CN2CCC(C(=O)NCC3CCCO3)CC2)c(C)o1 (configuration not stated),-23%,30%,4%,-3%,2%,45,1%
CN(Cc1ccccc1)c1nnc(N)s1,-3%[8.37 µM],-12%,-9%,-9%,-1%,-21,?
CCC1CCCCN1P(=O)(c1ccc(C)o1)C(C)(C)C (configuration not stated),11%,111%[activator],-3%,-10%,10%,-25,-7%
COc1ccc(S(=O)(=O)N2CCOC2CNC(=O)C(=O)NCc2ccco2)cc1 (configuration not stated),14%,0%,-6%,-10%,10%,0,-5%
CCOc1ccc(CCNC(=O)C2CCCN(c3nnc(-n4cccc4)s3)C2)cc1OCC (configuration not stated),?,12%,-8%,-1%,2%,-3,6%
COc1ccc(NC(=O)CSc2oc(-c3ccc(F)cc3)nc2S(=O)(=O)c2ccc(C)cc2)c(OC)c1,nt,nt,7%,nt,nt,-8,6%

# Molecules from the list above containing two or more sulfur atoms:
SMILES,HCV inhibitor,AmpC no deterg,TbPYK inhibitor,AMA1 RON2 block,LmPK inh,HCMV inh,AmpC inh detg
COc1cc2c(cc1OC)C(C)N(S(=O)(=O)c1cccs1)CC2 (configuration not stated),5%,-5%,-10%,-7%,0%,13,-3%
CC1CCN(S(=O)(=O)c2cccc(C(=O)NC3CCS(=O)(=O)C3)c2)CC1 (configuration not stated),nt,nt,-6%&2%,-6%,nt,10&4,-6%
O=S1(=O)N=C(SCCO)c2ccccc21,-3%,-16%,5%,-8%,-1%,-2,-13%
CC(=O)Nc1nc2ccc(S(=O)(=O)N3CCCCC3)cc2s1,6%,-30%,3%,-9%,-1%,16,-8%
Cc1cc(C)nc(SCc2nnc(SCC(=O)N3CCCc4ccccc43)o2)n1,?,55%,3%,-1%,2%,28,2%
COc1ccc(NC(=O)CSc2oc(-c3ccc(F)cc3)nc2S(=O)(=O)c2ccc(C)cc2)c(OC)c1,nt,nt,7%,nt,nt,-8,6%

# The list goes on:
SMILES,HCV inhibitor,AmpC no deterg,TbPYK inhibitor,AMA1 RON2 block,LmPK inh,HCMV inh,AmpC inh detg
Cn1cc(NC(=O)CCl)cn1,?,2%,1%,-20%,1%,-84*,1%
NC(CO)c1csc(Nc2ccc(C(F)(F)F)cn2)n1 (configuration not stated),nt,nt,-15%,94%[activator],nt,1,nt
O=C(CSc1ccc(Br)cc1)Nc1ccccc1N1CCOCC1,2%,-16%,-5%,-6%,-1%,17,1%
COc1ccc([N+](=O)[O-])cc1NC(=O)Nc1cccc(Cl)c1,?,-41%,6%,2%,0%,-62*,-11%
CN(c1cccnc1)c1ncnc2[nH]ncc12,15%,-5%,5%,2%,-2%,0,0%
COc1cc2c(cc1OC)C(COc1ccc(C(C)C)cc1)N(C(=O)COc1ccccc1)CC2 (configuration not stated),nt,nt,1%,nt,nt,-7,4%
Cc1csc(NC(=O)CCN2C(=O)c3ccccc3S2(=O)=O)n1,-2%,-37%,-6%,12%,0%,-11,-7%
O=C(NCc1ccco1)c1ccc(CS(=O)Cc2ccc(Cl)cc2)o1 (configuration not stated),-14%,3%,2%,-5%,-1%,-4,0%
CC(=O)Nc1sc(C)c(C)c1CN1CCN(S(=O)(=O)c2ccccc2)CC1,0%&17%,77%[activator],4%,-12%,8%,3,2%
COc1ccccc1NC(=O)c1ccc(NC(=O)c2cc3c(s2)CCC3)cc1,8.9µM*,-40%,-7%,-5%,1%,-24,9%
COC(=O)c1oc2ccc(Br)cc2c1NC(=O)CCN1CCOCC1,2%,17%,-8%,0%,4%,-14,0%
CCC(C(=O)Nc1cc(C(F)(F)F)ccc1Cl)n1nc(C)c2sc3ccccc3c2c1=O (configuration not stated),nt,nt,0%,nt,nt,16,8%
O=C(/C=C/c1ccc(Cl)cc1)NCc1cccs1,-6%,-16%,-7%,-8%[11.6 µM],-2%,-10,-6%
Cc1ccc(NC(=O)c2cc3ccccc3o2)nc1,1%[8.37 µM],30%,-2%,9%,nt,53,5%
Cc1cccc(-n2c(C)cc(C)c(C#N)c2=O)c1,10%,110%[activator],-4%,-5%,-1%,-26,-3%
CSc1ncc2c(=O)[nH]c(-c3ccccc3)nc2n1,4%,-25%,0%,-2%,1%,68,0%
CC(C)(C)C1CCNC(=O)CC1 (configuration not stated),nt,nt,-6%,3%,nt,-10,nt
